IEC-6 tox: counter-screen for KLF5 inhibitors: cytotoxicity in IEC-6 cells. inhibition, % at 5 µM. IEC-6 cytotoxicity, luminescence viability. actives 0.78% (n = 290,000); in the data active means inhibition above about 22%;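 further: 0% = plate median of test compound wells and 100% = cytotoxic reference compound wells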
HSF1 inh: HSF1 inhibition. NIH3T3-HGL HSE-luciferase, MG132-induced, luminescence 8 h; active compounds read low. activity change, negative = inhibition, % at 7.5 µM (by protocol). actives 0.77% (n = 300,000). AID 2098;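 active means more than half of replicate wells show activity change below -50%, luminescence cut by over half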;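 further: luciferase reports HSF-1 transcriptional activity via heat shock element; 0% = median of DMSO wells and -100% = zero luminescence signal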
GSK3B inh: blocks human GSK3beta kinase activity. GST-GSK3beta kinase, ADP-Glo luminescence, 60 min; active compounds read low. actives 0.038% (n = 300,000). P49841. activity score (negative = inhibition), % at 10 µM;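 active means more than half of replicate wells score below -50%, meaning over 50% inhibition versus plate controls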;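 further: 0% = median DMSO wells and -100% = median GW8510 positive control wells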
Target sequence (P49841 whole entry, looked up): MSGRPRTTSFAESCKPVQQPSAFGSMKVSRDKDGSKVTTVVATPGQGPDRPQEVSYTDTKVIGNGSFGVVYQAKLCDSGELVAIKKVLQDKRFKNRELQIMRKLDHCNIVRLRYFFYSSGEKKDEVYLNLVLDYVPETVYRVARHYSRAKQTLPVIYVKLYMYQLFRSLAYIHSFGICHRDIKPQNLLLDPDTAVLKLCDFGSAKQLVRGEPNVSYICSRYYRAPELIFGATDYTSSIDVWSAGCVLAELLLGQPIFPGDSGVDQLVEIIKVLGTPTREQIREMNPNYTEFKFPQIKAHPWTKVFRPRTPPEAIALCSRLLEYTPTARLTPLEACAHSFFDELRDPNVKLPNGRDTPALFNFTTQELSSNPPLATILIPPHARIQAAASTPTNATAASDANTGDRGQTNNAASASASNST
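Assay system: GST-fused GSK3beta enzyme, cell-free / Medium: Tris pH 7.5 buffer with MgCl2, DTT, BSA, heparin / Also added: peptide substrate plus 25 µM ATP (final) / Compound: 10 µM single point / Timing: kinase reaction with compound 60 min at room temperature / Detection: ADP-Glo luminescence / Benchmarks: DMSO neutral wells and GW8510 at 20 µM as positive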
KLF5 inh: kruppel-like factor 5 inhibition. DLD-1 KLF5 promoter-luciferase reporter, luminescence. inhibition, % at 5 µM. actives 0.23% (n = 290,000). AID 1700;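 active means inhibition above a per-plate limit of that plate's mean compound inhibition plus 3 SD, cut at about 60% in these data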;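 further: 0% = DMSO wells and 100% = LY294002 at 200 µM; higher means less KLF5 promoter-driven luciferase light; inactives centre near -14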
HSF1 activator: increases HSF-1 driven luciferase reporter signal. NIH3T3-HGL HSF-1 luciferase reporter, MG132, 8 h; 100% = twice DMSO control signal. activation, % at 9 µM. actives 1.7% (n = 300,000). AID 504408;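 active means mean replicate activation of at least 50% with a set share of replicates each reaching 50%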;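 further: 0% = median of the neutral control wells and 100% = twice that signal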
HIF activator: HIF pathway transcriptional activation; U2OS HRE-luciferase reporter, luminescence; normalized: DMSO 0%, desferrioxamine 100%; activation, % at 7.5 µM (by protocol); actives 0.32% (n = 300,000);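 active means mean activation of at least 10% of the iron chelator positive control signal, with at least half of replicates also reaching 10%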
HSP90 refold inh: blocks HSP90-mediated luciferase refolding in reticulocyte lysate; Rabbit reticulocyte lysate, luciferase refolding luminescence, 3 h; inhibition, % at 5.6 µM; actives 0.91% (n = 290,000);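 active means inhibition above the screen-wide mean plus 3 SD, computed separately per campaign, cut at about 16% in these data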;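 further: 0% = DMSO wells and 100% = 60 µM geldanamycin wells; inhibitors lower the luminescence because luciferase stays unfolded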
aSyn UTR inh: 5' untranslated region of α-synuclein, MLPCN primary screen; alpha-synuclein 5'UTR reporter, inhibitor activity; inhibition, % (tested at 7.5 µM); actives 0.82% (n = 300,000); in the data active means inhibition above about 60%;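 further: H4 neuroglioblastoma cells stably carrying SNCA 5'UTR luciferase fusion; 0% = DMSO wells and 100% = positive control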
AI-2 QS modul: modulates the Vibrio harveyi AI-2 quorum sensing system; activity change, % at 7.5 µM; actives 0.4% (n = 300,000); Vibrio harveyi JMH597 AI-2 luminescence/OD600 ratio, 9 h; active compounds read low; strain lacks LuxN and CqsS sensors; 0 = neutral-control median; AID 2094; in the data active means activity change below about -75%, passing the limit was not always enough;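 further: luminescence divided by OD600 gain over 9 h not by final OD600 alone; inactives centre near 13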
GSK3 alpha inh: blocks human GSK-3 alpha kinase | P49840 | AID 2650 | ADP-Glo luminescence, 60 min | actives 0.1% (n = 320,000) | inhibition, % at 10 µM;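 in the data active means inhibition above about 50%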;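 further: GST-tagged GSK-3 alpha with peptide substrate and 25 µM ATP; 0% = DMSO neutral wells and 100% = GW8510 positive control wells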
Target sequence (P49840 whole entry, looked up): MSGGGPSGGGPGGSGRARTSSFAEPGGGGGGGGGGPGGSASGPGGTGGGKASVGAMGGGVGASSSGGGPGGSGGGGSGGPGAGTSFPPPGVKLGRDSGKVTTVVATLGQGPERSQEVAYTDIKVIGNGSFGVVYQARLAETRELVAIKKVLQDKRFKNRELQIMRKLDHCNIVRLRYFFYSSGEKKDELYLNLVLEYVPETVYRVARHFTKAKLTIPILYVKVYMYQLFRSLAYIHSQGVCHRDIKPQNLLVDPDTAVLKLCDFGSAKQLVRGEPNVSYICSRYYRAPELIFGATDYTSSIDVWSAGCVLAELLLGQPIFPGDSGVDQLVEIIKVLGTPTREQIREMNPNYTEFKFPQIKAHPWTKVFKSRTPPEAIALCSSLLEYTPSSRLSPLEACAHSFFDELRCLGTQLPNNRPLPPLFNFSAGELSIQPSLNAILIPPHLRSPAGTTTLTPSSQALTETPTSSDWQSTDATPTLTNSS
Numbers without * were called inactive.

Cc1ccccc1-n1c(=O)cc(N2CCc3ccccc32)[nH]c1=O was read as IEC-6 tox 1.3, HSF1 inh -78.9*, GSK3B inh -0.6, KLF5 inh -10.8, HSF1 activator -83.8, HIF activator -0.1, HSP90 refold inh -0.9, aSyn UTR inh -16.6, AI-2 QS modul 6.3 and GSK3 alpha inh -1.2.
CCC(C)NC(=O)CN(c1cc(Cl)ccc1OC)S(C)(=O)=O (stereo unspecified) was read as IEC-6 tox -0.8, HSF1 inh -0.4, GSK3B inh -0.8, KLF5 inh 1.1, HSF1 activator 0.5, HIF activator -0.3, HSP90 refold inh -1.8, aSyn UTR inh 9.2, AI-2 QS modul 24.8 and GSK3 alpha inh -1.2.
For COc1ccc(NC(=O)c2ccccc2NC(=O)C2CCCO2)cc1 (stereo unspecified) the results were IEC-6 tox 2.7, HSF1 inh -5.1, GSK3B inh -0.1, KLF5 inh -26.4, HSF1 activator -9.0, HIF activator 0.9, HSP90 refold inh 1.4, aSyn UTR inh -52.4, AI-2 QS modul 4.8 and GSK3 alpha inh -1.7.
For CC1CCCC(C)N1C(=O)COC(=O)c1cc(S(=O)(=O)N2CCOCC2)ccc1Cl (stereo unspecified) the results were HSF1 inh -1.7, GSK3B inh 0.1, HSF1 activator 2.3, HIF activator -9.6, aSyn UTR inh 3.6, AI-2 QS modul 3.9 and GSK3 alpha inh -3.4.
Screening C=CCn1c(SCC(=O)O)nc2sc(CC)cc2c1=O returned IEC-6 tox -0.2, HSF1 inh 3.3, GSK3B inh 3.9, KLF5 inh -2.7, HSF1 activator 12.4, HIF activator -0.4, HSP90 refold inh -6.5, aSyn UTR inh 5.1, AI-2 QS modul 33.0 and GSK3 alpha inh -1.1.
For O=C(c1ccc(CNS(=O)(=O)c2cccc(C(F)(F)F)c2)cc1)N1CCOCC1 the results were IEC-6 tox 1.4, HSF1 inh 6.8, KLF5 inh -31.2, HSF1 activator 6.7, HIF activator 0.2, HSP90 refold inh 2.9, aSyn UTR inh 22.9 and GSK3 alpha inh -0.9.
O=C(Nc1ccc(NC(=O)c2ccccc2O)cc1)Nc1ccc(F)cc1F was read as IEC-6 tox -3.4, HSF1 inh -3.9, GSK3B inh 3.2, KLF5 inh -17.1, HSF1 activator 14.7, HIF activator -0.1, HSP90 refold inh -1.4, aSyn UTR inh -35.8, AI-2 QS modul 13.3 and GSK3 alpha inh -1.0.
`CCN(CCCNC(=O)CCn1c(=S)[nH]c2cc3c(cc2c1=O)OCO3)c1cccc(C)c1` gave IEC-6 tox 0.3, HSF1 inh 33.6, GSK3B inh -0.7, KLF5 inh 1.2, HSF1 activator 45.4, HIF activator -0.2, HSP90 refold inh 1.2, aSyn UTR inh 3.5, AI-2 QS modul 12.2 and GSK3 alpha inh 1.5.
Cc1[nH]c2ccccc2c1C(=O)CSc1ccccn1 was read as IEC-6 tox -0.7, HSF1 inh 6.5, GSK3B inh 0.7, KLF5 inh -15.8, HSF1 activator 25.0, HIF activator 1.3, HSP90 refold inh -2.1, aSyn UTR inh -68.0, AI-2 QS modul -1.4 and GSK3 alpha inh -1.5.
`CC(C)CC(=O)NC1(C(F)(F)F)C(=O)N(Cc2ccccc2)C2=C1C(=O)CC(C)(C)C2` (stereo unspecified) gave IEC-6 tox 0.3, HSF1 inh -6.3, GSK3B inh 3.4, KLF5 inh -17.6, HSF1 activator 11.9, HIF activator 0.1, HSP90 refold inh -4.2, aSyn UTR inh -14.2, AI-2 QS modul -3.1 and GSK3 alpha inh 0.1.
CCn1nnnc1SCC(=O)c1cc(OC)ccc1OC was read as IEC-6 tox 9.7, HSF1 inh 1.4, GSK3B inh 0.9, KLF5 inh -25.8, HSF1 activator 7.6, HIF activator -0.3, HSP90 refold inh -0.4, aSyn UTR inh 5.0, AI-2 QS modul 11.9 and GSK3 alpha inh 1.1.
Screening CN(C)S(=O)(=O)c1ccc(Cl)c(C(=O)Nc2cccc([N+](=O)[O-])c2)c1 returned IEC-6 tox -5.2, HSF1 inh -2.4, GSK3B inh 1.8, KLF5 inh -18.2, HSF1 activator -6.2, HIF activator -0.8, HSP90 refold inh 3.8, aSyn UTR inh -11.0, AI-2 QS modul 17.3 and GSK3 alpha inh -1.5.
For CCn1c(=O)c(C(=O)NCc2ccc(Cl)cc2)c(O)c2ccccc21 the results were IEC-6 tox 1.6, HSF1 inh -4.8, GSK3B inh 1.1, KLF5 inh -42.6, HSF1 activator 8.7, HIF activator 0.2, HSP90 refold inh 0.3, aSyn UTR inh 30.7, AI-2 QS modul 12.3 and GSK3 alpha inh 0.3.
For CC1CCCCN1C(=O)CSc1nnc(-c2ccc(Cl)s2)o1 (stereo unspecified) the results were IEC-6 tox 4.0, HSF1 inh 15.8, GSK3B inh -0.1, KLF5 inh -46.1, HSF1 activator 20.1, HIF activator 0.7, HSP90 refold inh -3.1, aSyn UTR inh -69.4, AI-2 QS modul -8.9 and GSK3 alpha inh -0.9.
`CCc1nnc(NC(=O)c2ccc(Br)c(S(=O)(=O)N3CCOCC3)c2)s1` gave IEC-6 tox -1.9, HSF1 inh -1.7, GSK3B inh -0.5, KLF5 inh -7.8, HSF1 activator 9.9, HIF activator 0.7, HSP90 refold inh -5.5, aSyn UTR inh -10.7, AI-2 QS modul 12.6 and GSK3 alpha inh -0.6.
NS(=O)(=O)c1ccc(CCNC(=O)C(=O)NCC2OCCN2S(=O)(=O)c2ccc(F)cc2)cc1 (stereo unspecified) was read as IEC-6 tox -1.4, HSF1 inh -4.5, GSK3B inh -0.3, KLF5 inh -31.8, HSF1 activator 16.6, HIF activator -0.3, HSP90 refold inh -3.4, aSyn UTR inh -9.7, AI-2 QS modul 2.4 and GSK3 alpha inh 0.8.
For COCC(=O)Nc1cccc2ccccc12 the results were IEC-6 tox 3.8, HSF1 inh -1.8, GSK3B inh -1.2, KLF5 inh -35.9, HSF1 activator 20.0, HIF activator -0.6, HSP90 refold inh 1.4, aSyn UTR inh -16.3, AI-2 QS modul 12.3 and GSK3 alpha inh -1.3.
Screening COc1ccc(NC(=O)C(C)Oc2ccc(/C(C)=N\O)cc2)cc1 (stereo unspecified) returned IEC-6 tox 0.0, HSF1 inh -4.9, GSK3B inh 0.4, KLF5 inh -29.8, HSF1 activator -5.3, HIF activator -1.9, HSP90 refold inh 1.7, aSyn UTR inh 9.8, AI-2 QS modul 9.2 and GSK3 alpha inh 0.5.
For O=c1nc(/C=C/c2ccccc2C(F)(F)F)cc(C(F)(F)F)[nH]1 the results were IEC-6 tox 7.8, HSF1 inh 1.0, GSK3B inh -0.8, KLF5 inh -2.1, HSF1 activator -0.4, HIF activator 0.7, HSP90 refold inh 4.2, aSyn UTR inh -23.5, AI-2 QS modul -2.6 and GSK3 alpha inh 0.1.
For Cc1nc(C(F)(F)F)ccc1C(=O)Nc1ccc2ccccc2n1 the results were IEC-6 tox 2.3, HSF1 inh 1.3, GSK3B inh -0.3, KLF5 inh -77.8, HSF1 activator 7.1, HIF activator 1.9, HSP90 refold inh 1.1, aSyn UTR inh -94.3, AI-2 QS modul 17.8 and GSK3 alpha inh -2.2.
`O=C1CCCN1CC(O)CS(=O)(=O)c1ccccc1` (stereo unspecified) gave IEC-6 tox 0.4, HSF1 inh 0.6, GSK3B inh 2.6, KLF5 inh -24.0, HSF1 activator -0.8, HIF activator -0.4, HSP90 refold inh -2.2, aSyn UTR inh 3.3, AI-2 QS modul 13.7 and GSK3 alpha inh -3.0.
Cc1cc(NC(=O)c2cc(CC(C)C)on2)no1 was read as IEC-6 tox -9.6, HSF1 inh 12.8, GSK3B inh 3.4, KLF5 inh -32.2, HSF1 activator 16.9, HIF activator 2.7, HSP90 refold inh -2.9, aSyn UTR inh -33.8, AI-2 QS modul 13.2 and GSK3 alpha inh -0.3.
COc1ccc(-c2nonc2NC(=O)c2ccco2)cc1OC was read as IEC-6 tox -0.5, HSF1 inh -3.3, GSK3B inh -3.6, KLF5 inh -14.3, HSF1 activator -16.1, HIF activator 0.0, HSP90 refold inh -0.3, aSyn UTR inh -2.1, AI-2 QS modul 2.7 and GSK3 alpha inh 2.2.
O=C(O)CCSC1CC(=O)N(c2ccccc2)C1=O (stereo unspecified) was read as IEC-6 tox 3.1, HSF1 inh -2.6, GSK3B inh 2.9, KLF5 inh -24.4, HSF1 activator 7.7, HIF activator 0.9, HSP90 refold inh -4.6, aSyn UTR inh -1.5, AI-2 QS modul 11.2 and GSK3 alpha inh -1.0.
Screening Cc1cccc(OCCCN2CCOCC2)c1 returned IEC-6 tox 1.8, HSF1 inh 0.7, GSK3B inh -3.0, KLF5 inh -17.7, HSF1 activator 22.3, HIF activator 0.9, HSP90 refold inh 1.9, aSyn UTR inh -0.1, AI-2 QS modul 12.0 and GSK3 alpha inh -2.7.
Cc1ccc(-c2nc(CN3CCN(c4cnccn4)CC3)c(C)o2)o1 was read as IEC-6 tox -7.9, HSF1 inh -5.0, GSK3B inh -3.0, KLF5 inh -1.9, HSF1 activator -21.9, HIF activator -0.4, HSP90 refold inh 3.7, aSyn UTR inh 1.2, AI-2 QS modul 14.5 and GSK3 alpha inh -0.6.
CCOC(=O)CSc1ncccn1 was read as IEC-6 tox -4.3, HSF1 inh -9.4, GSK3B inh 1.0, KLF5 inh -10.3, HSF1 activator 2.9, HIF activator 0.2, HSP90 refold inh -2.9, aSyn UTR inh 10.0, AI-2 QS modul -0.3 and GSK3 alpha inh -4.3.
CC(C)NC(=O)COc1coc(CN2CCN(C(=O)c3ccco3)CC2)cc1=O was read as HSF1 inh -3.6, GSK3B inh 1.1, HSF1 activator -22.6, HIF activator 0.1, aSyn UTR inh 7.6, AI-2 QS modul -1.4 and GSK3 alpha inh -2.0.
CC1CC1C(=O)OCC(=O)NCc1ccccc1Cl (stereo unspecified) was read as IEC-6 tox -0.2, HSF1 inh 2.8, GSK3B inh 1.2, KLF5 inh -24.0, HSF1 activator 7.9, HIF activator -1.4, HSP90 refold inh -1.8, aSyn UTR inh -5.8, AI-2 QS modul 0.4 and GSK3 alpha inh -3.2.

Quoted at random: three compounds from above, in no set order.
COc1ccc(-c2nonc2NC(=O)c2ccco2)cc1OC was read as IEC-6 tox -0.5, HSF1 inh -3.3, GSK3B inh -3.6, KLF5 inh -14.3, HSF1 activator -16.1, HIF activator 0.0, HSP90 refold inh -0.3, aSyn UTR inh -2.1, AI-2 QS modul 2.7 and GSK3 alpha inh 2.2.
Cc1ccc(-c2nc(CN3CCN(c4cnccn4)CC3)c(C)o2)o1 was read as IEC-6 tox -7.9, HSF1 inh -5.0, GSK3B inh -3.0, KLF5 inh -1.9, HSF1 activator -21.9, HIF activator -0.4, HSP90 refold inh 3.7, aSyn UTR inh 1.2, AI-2 QS modul 14.5 and GSK3 alpha inh -0.6.
Cc1cc(NC(=O)c2cc(CC(C)C)on2)no1 was read as IEC-6 tox -9.6, HSF1 inh 12.8, GSK3B inh 3.4, KLF5 inh -32.2, HSF1 activator 16.9, HIF activator 2.7, HSP90 refold inh -2.9, aSyn UTR inh -33.8, AI-2 QS modul 13.2 and GSK3 alpha inh -0.3.

Source: PubChem BioAssay
